procasp7 counter = counter-screen for procaspase-3 activators: activators of human procaspase-7; recombinant procaspase-7, Ac-DEVD-pNA absorbance 405 nm; D23A/D198A/D206A triple mutant, cannot self-cleave; scale: DMSO 0, 5 µM enzyme 100; activation, % at 8.5 µM; hit rate 0.093% among 330,000; AID 463210;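 active means percent activation above the screen-wide mean plus 3 SD, cut at about 25% in these data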
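Assay system: Uncleavable procaspase-7 mutant enzyme | Input: 2 µM procaspase-7 mutant as dispensed | Timing: 1 h compound preincubation, 2 h substrate cleavage, 25 °C | Repeats: One well per compound | Control set: DMSO wells as 0%, DMSO with 5 µM added PC-7 as 100% | Technique: Epi-absorbance of released pNA at 405 nm, two timepoints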
AGP1-GFP MLPCN = modulators of TOR pathway AGP1-GFP in S. cerevisiae. S. cerevisiae AGP1-GFP multiplex flow cytometry, 3 h; GFP as percent of DMSO wells. GFP response vs DMSO, % at 10 µM. hit rate 0.02% among 320,000. AID 2066;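 active means GFP response relative to DMSO above a set limit, near screen average plus 3 SD, cut at about 150% in these data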;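 further: median GFP channel fluorescence of the gated AGP1 strain per well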
AHR activator = human AHR activation. AHR-responsive luciferase reporter cells, luminescence. P35869. activation, % at 5 µM. hit rate 2.5% among 320,000. AID 2796; in the data active means activation above about 47%;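 further: 0% = vehicle wells and 100% = reference agonist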
Target sequence (P35869 whole entry, looked up): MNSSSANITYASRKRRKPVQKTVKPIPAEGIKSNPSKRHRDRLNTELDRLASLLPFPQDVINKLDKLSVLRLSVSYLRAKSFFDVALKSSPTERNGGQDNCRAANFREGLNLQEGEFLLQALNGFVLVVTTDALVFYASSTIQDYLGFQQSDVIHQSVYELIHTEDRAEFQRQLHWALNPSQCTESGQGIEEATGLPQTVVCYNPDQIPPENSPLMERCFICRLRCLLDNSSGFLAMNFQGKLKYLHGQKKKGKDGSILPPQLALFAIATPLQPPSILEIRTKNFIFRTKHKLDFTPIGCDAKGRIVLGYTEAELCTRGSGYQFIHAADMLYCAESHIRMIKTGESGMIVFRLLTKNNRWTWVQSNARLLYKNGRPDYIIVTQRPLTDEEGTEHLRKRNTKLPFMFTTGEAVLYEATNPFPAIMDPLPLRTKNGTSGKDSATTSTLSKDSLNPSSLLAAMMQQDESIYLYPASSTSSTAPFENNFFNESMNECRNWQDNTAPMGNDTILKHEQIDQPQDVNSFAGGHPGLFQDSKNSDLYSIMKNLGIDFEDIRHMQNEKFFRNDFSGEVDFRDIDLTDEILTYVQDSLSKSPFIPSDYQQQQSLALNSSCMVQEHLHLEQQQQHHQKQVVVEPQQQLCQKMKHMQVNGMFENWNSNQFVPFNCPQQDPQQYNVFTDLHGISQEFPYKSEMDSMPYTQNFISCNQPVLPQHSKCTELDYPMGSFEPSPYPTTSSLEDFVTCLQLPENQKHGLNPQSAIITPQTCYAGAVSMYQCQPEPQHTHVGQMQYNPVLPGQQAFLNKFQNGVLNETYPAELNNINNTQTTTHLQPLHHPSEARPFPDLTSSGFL
MEP2-GFP yeast = yeast TOR pathway MEP2-GFP modulation | S. cerevisiae MEP2-GFP strain, flow cytometry GFP, 3 h; 100% = DMSO control level | GFP response vs DMSO, % at 10 µM | hit rate 0.51% among 330,000;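 active means GFP response versus DMSO above a set limit, roughly screen mean plus 3 SD, cut at about 180% in these data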;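 further: median GFP fluorescence of the barcode-gated MEP2-GFP cells per well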
RPL19A-GFP yeast = yeast TOR pathway RPL19A-GFP modulation; percent response vs DMSO, % at 10 µM; hit rate 0.3% among 330,000; S. cerevisiae RPL19A-GFP strain, flow cytometry, 3 h; stronger effect = lower value; AID 2025;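 active means percent response vs DMSO below 50%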;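 further: median channel GFP fluorescence of the barcoded RPL19A-GFP strain; ratio of sample median GFP to plate DMSO average so 100% = DMSO; lower means less RPL19A-GFP as with rapamycin TOR inhibition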
LAP4 TOR yeast = yeast TOR pathway LAP4-GFP modulation; S. cerevisiae LAP4-GFP multiplex, flow cytometry GFP, 3 h; median GFP as percent of DMSO wells; GFP response vs DMSO, % at 10 µM; hit rate 0.34% among 320,000;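 active means GFP response vs DMSO above a set limit, about the screen mean plus 3 SD, cut at about 150% in these data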
CIT2-GFP yeast = modulators of TOR pathway CIT2-GFP in S. cerevisiae | S. cerevisiae CIT2-GFP strain, flow cytometry, 3 h; 100 means same as DMSO wells | hit rate 0.065% among 320,000 | GFP response vs DMSO, % at 10 µM | AID 2029;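 active means GFP response relative to DMSO above a set limit, near the screen mean plus 3 SD, cut at about 150% in these data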;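 further: ratio of well median GFP fluorescence to mean of DMSO wells on the plate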
procasp3 activ = activates human procaspase-3 | activation, % at 8.5 µM | AID 463141 | hit rate 0.11% among 330,000 | P42574 | recombinant procaspase-3 D3A, Ac-DEVD-pNA absorbance 405 nm;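 active means activation above the mean of all tested compounds plus 3 SD, cut at about 21% in these data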;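 further: 0% = DMSO alone and 100% = DMSO wells spiked with extra 5 µM PC-3 D3A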
Target sequence (P42574 whole entry D9A/D28A/D175A): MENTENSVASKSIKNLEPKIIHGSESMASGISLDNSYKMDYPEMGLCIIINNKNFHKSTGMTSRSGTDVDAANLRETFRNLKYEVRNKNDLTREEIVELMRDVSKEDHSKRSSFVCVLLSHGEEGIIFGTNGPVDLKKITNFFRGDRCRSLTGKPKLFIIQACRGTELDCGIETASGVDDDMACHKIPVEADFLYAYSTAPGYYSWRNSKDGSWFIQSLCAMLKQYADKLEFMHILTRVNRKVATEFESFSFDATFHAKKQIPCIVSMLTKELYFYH
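Assay system: Autoprocessing-dead procaspase-3 D3A mutant enzyme; also added: Ac-DEVD-pNA; doses: one concentration, 8.5 µM nominal, 0.8% DMSO; times: 1 h compound preincubation, 2 h substrate hydrolysis at 25 °C; technique: 405 nm absorbance of p-nitroaniline, reads at 0 and 120 min; measure: % activation between DMSO and enzyme-spiked controls; repeats: single replicate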
* = called active by the depositor; nt = no result given. No enrichment for hits. Share with any hit: about 3.5%.

SMILES	procasp7 counter	AGP1-GFP MLPCN	AHR activator	MEP2-GFP yeast	RPL19A-GFP yeast	LAP4 TOR yeast	CIT2-GFP yeast	procasp3 activ
O=C(NC1CC2CCCC(C1)N2S(=O)(=O)c1ccccc1)C1CCCCC1 (stereo not drawn)	-6	81	3	92	86	85	95	3
O=C(CSc1nnc(CNC(=O)c2ccccc2F)o1)NCCc1ccccc1	18	94	15	101	95	91	91	16
CCCn1nnnc1NC(=O)COc1ccc(Br)cc1	0	95	2	95	95	95	91	-9
O=C(NCc1ccncc1)c1cc(S(=O)(=O)N2CCOCC2)c(Cl)cc1Cl	2	104	1	102	100	105	99	-2
COc1cc(NC(=O)C2CC(c3c(F)cccc3Cl)=NO2)c(OC)cc1Cl (stereo not drawn)	-4	93	5	103	103	83	103	-10
NNC(=O)c1ccc(COc2cccc3ccccc23)o1	-8	94	69*	96	92	104	82	-3
O=c1[nH]nc(Cc2ccccc2)c2ccccc12	-11	113	2	103	104	99	105	-6
Cc1ccc(NC(=S)N2CCC(NC(=O)c3cccc(F)c3)CC2)cc1	4	100	0	95	98	102	102	0
Cc1cccc(NC(=S)N2CCN(Cc3ccc4c(c3)OCO4)CC2)c1C	4	96	3	103	97	91	101	-1
Cn1c(=O)c2[nH]c(N3CCN(c4ccccn4)CC3)nc2n(C)c1=O	-5	101	-3	99	102	90	99	1
CC(=O)c1c(N2CCOCC2)nc(=O)n(-c2ccccc2)c1C	2	105	-3	97	99	94	102	-4
COc1cccc(C(=O)O[C@H]2[C@H](C)NS(=O)(=O)[C@H]3C[C@@H]4C=C[C@]23O4)c1	-7	94	0	86	98	95	93	-3
Cc1ccc(Cn2nnc3c(=O)n(CC(=O)NCc4ccccc4)cnc32)cc1	2	91	-3	92	90	68	100	14
CC(C)Cn1cnc2c1c(=O)n(CC(=O)NN)c(=O)n2Cc1ccccc1	1	102	0	97	97	98	114	1
Cc1cccc(N2CCN(C(=O)c3ccccc3OCc3c(C)noc3C)CC2)c1C	-9	90	1	94	87	93	80	5
COc1ccccc1Nc1ncc(C(=O)N2CCN(Cc3ccc(OC)c(OC)c3OC)CC2)c2ccccc12	5	100	4	103	100	101	105	0
COc1ccccc1CN(C)C(=O)c1ccc2c(c1)NC(=O)CS2	-3	95	2	96	96	86	79	4
COc1ccc(-n2c(C)cc(SC)c(C(C)=O)c2=S)cc1	-7	111	1	110	106	109	116	4
COc1ccc(C(C(=O)NC2CCCC2)N(C(=O)CNC(=O)c2ccco2)c2cccnc2)cc1 (stereo not drawn)	-2	104	-2	104	103	94	96	-2
COc1ccccc1S(=O)(=O)Nc1cccc(-c2nnc3n2CCCCC3)c1	9	96	-2	108	94	104	96	-5
FC(F)(F)c1cc(N2CCNCC2)c2ccccc2n1	-2	104	0	103	102	102	98	4
C/C(=N\NC(=O)c1ccc(NS(=O)(=O)c2cccs2)cc1)c1ccc2c(c1)OCO2	-1	108	5	105	106	97	103	4
CCN(CC)C(=O)CSc1nc2ccccc2c(=O)n1CCC(=O)NCCc1ccc(OC)c(OC)c1	1	109	2	111	107	105	124	4
CCn1c(COc2ccc(=O)n(-c3ccccc3)n2)nnc1SCc1ccccc1C	9	109	-1	102	106	99	112	3
C#CCN1C(C)=C(C(=O)OC)C(c2cccc([N+](=O)[O-])c2)C(C(=O)OCC)=C1C (stereo not drawn)	2	82	-2	100	96	102	76	5
CC[N+]1(CC)CC2=Cc3c(ccc4ccccc34)C(C)C2C1 (stereo not drawn)	4	103	7	99	102	100	99	7
COc1cccc(C(=O)OCC(=O)c2ccc(Br)s2)c1OC	-1	94	-1	105	101	114	90	-7
CC1CCCC(C)N1CC(O)COC1CCC(C(C)(C)C)CC1 (stereo not drawn)	-15	97	0	109	106	91	108	0
O=C(Nc1ccc(F)c(Cl)c1)c1ccccc1	6	74	56*	94	96	129	69	5
CC(C)CC(NC(=O)c1ccccc1)C(=O)OCC(=O)Nc1ccc(Br)cn1 (stereo not drawn)	0	101	2	108	98	98	100	13
CCOc1ccccc1N1CC(C(=O)N2CCc3ccccc32)CC1=O (stereo not drawn)	7	92	0	94	93	88	103	0
COc1ccccc1C(=O)COC(=O)CCNS(=O)(=O)c1ccc(C)c(C)c1	10	109	0	100	102	119	95	5
Cc1ccc2[nH]c3c(=O)n(Cc4ccccn4)cnc3c2c1	9	106	36	102	102	113	113	2
COc1ccc([N+](=O)[O-])cc1NC(=O)C1CCCN1S(=O)(=O)c1cccs1 (stereo not drawn)	2	110	2	99	101	107	89	2
CCOc1cc(NC(=S)NCC2CCCO2)c(OCC)cc1NC(=O)CC (stereo not drawn)	-3	99	9	99	99	91	99	3
C=CCNC(=O)CCCCCNS(=O)(=O)c1ccc(OC)cc1	1	99	-1	101	103	97	106	3
CCOC(=O)C1(CCc2ccccc2)CCN(Cc2ccccn2)CC1	0	104	1	96	98	100	99	2
S=C(NC1CCCCC1)N1CCCCC1	-9	98	0	97	98	109	91	4
COC(=O)CP(=O)(c1ccccc1)c1ccccc1	0	103	-1	104	101	110	103	-4
COc1ccc(CN(CC(=O)NCCc2ccccc2)C(=O)CCC(=O)Nc2cc(C)ccn2)cc1	2	96	-1	103	100	96	107	7

Part of the list above in order of SMILES length, falling.
SMILES	procasp7 counter	AGP1-GFP MLPCN	AHR activator	MEP2-GFP yeast	RPL19A-GFP yeast	LAP4 TOR yeast	CIT2-GFP yeast	procasp3 activ
COc1ccc(CN(CC(=O)NCCc2ccccc2)C(=O)CCC(=O)Nc2cc(C)ccn2)cc1	2	96	-1	103	100	96	107	7
COc1ccc([N+](=O)[O-])cc1NC(=O)C1CCCN1S(=O)(=O)c1cccs1 (stereo not drawn)	2	110	2	99	101	107	89	2
CCOc1ccccc1N1CC(C(=O)N2CCc3ccccc32)CC1=O (stereo not drawn)	7	92	0	94	93	88	103	0
CCOC(=O)C1(CCc2ccccc2)CCN(Cc2ccccn2)CC1	0	104	1	96	98	100	99	2
C=CCNC(=O)CCCCCNS(=O)(=O)c1ccc(OC)cc1	1	99	-1	101	103	97	106	3
COC(=O)CP(=O)(c1ccccc1)c1ccccc1	0	103	-1	104	101	110	103	-4

Remaining list, next part
SMILES	procasp7 counter	AGP1-GFP MLPCN	AHR activator	MEP2-GFP yeast	RPL19A-GFP yeast	LAP4 TOR yeast	CIT2-GFP yeast	procasp3 activ
CCOC(=O)C1CCN(c2ccc(Cl)nn2)CC1	13	100	0	99	96	105	99	-7
c1ccc2c(c1)OCC(CNc1ncnc3sccc13)O2 (stereo not drawn)	-1	94	-3	95	97	107	96	-1
Oc1cccc(Nc2nc(O)c(/C=C3\C=Nc4ccccc43)s2)c1	-6	103	23	112	99	109	101	-12
CC1(C)CC(=O)C2=C(C1)Nc1ncnn1C2c1cccs1 (stereo not drawn)	7	104	0	104	96	110	96	-2
COc1ccc(CNCCC(c2ccccc2)c2ccc(OC(C)C)cc2)cc1OC (stereo not drawn)	2	101	2	101	101	93	102	4
Cc1ccc(NCC(=O)N/N=C/c2cccc(Br)c2)cc1	-2	97	70*	98	94	100	92	3
O=C1N=C2SCCN2/C1=C\c1c(Cl)cccc1Cl	13	115	-1	108	109	106	112	-5
Cc1cc(C)n(CC(=O)c2cccc(N)c2)n1	8	105	3	104	102	92	95	8
O=C1C(c2ccncc2)=C(O)c2ccccc21	2	102	-1	102	99	119	99	1
COc1ccccc1-c1ccc(SCc2ccc([N+](=O)[O-])cc2)nn1	-3	106	-4	112	115	133	110	3
c1ccc(N2CCN(Cc3nnnn3C3CCCCC3)CC2)cc1	1	100	0	102	99	102	102	-1
CCCC(=O)Nc1ccc(NC(=S)NC(=O)c2ccccc2[N+](=O)[O-])cc1	-8	97	0	102	102	98	95	-5
O=c1oc2ccccc2c(O)c1C=Nc1cccnc1	1	104	-1	104	110	95	99	-2
CN=C(Nc1ccccc1OC)SC1CC(=O)N(c2ccc(C(=O)OC)cc2)C1=O (stereo not drawn)	3	98	1	103	94	93	90	2
CCOC(=O)c1cc2c(C(F)(F)F)cc(-c3ccccc3)nc2o1	9	98	3	99	100	97	101	9
NNC(=O)c1cnn(-c2ccccc2)c1C(F)(F)F	12	101	-2	96	97	103	95	-6
CN(C)S(=O)(=O)N1CCC(Oc2ccc(C(=O)NCCc3cscn3)cc2)CC1	0	99	-2	99	110	80	nt	3
CCC(=O)c1ccc(OCC(=O)Nc2ccc(N3CCCCC3)cc2)cc1	6	97	0	103	103	104	107	1
CCOc1ccc(S(=O)(=O)Nc2cccnc2)cc1	-7	106	3	105	105	100	94	7
O=C(N/N=C/c1cccc([N+](=O)[O-])c1)C1CC(=O)N(c2ccc(Cl)cc2)C1 (stereo not drawn)	2	92	3	97	93	96	97	10
COc1ccc(CC2(CO)CCN(C(C)Cc3ccc(Cl)cc3)CC2)cc1 (stereo not drawn)	5	86	-1	69	96	106	97	4
COc1cccc(OC)c1C(=O)Nc1ccccc1C(=O)N1CCCC1	nt	91	nt	94	106	68	97	nt
c1ccc2oc(SCc3nc4ccccc4s3)nc2c1	-1	86	31	93	88	154*	64	-11
Cc1ccc2cc(CN(CCCO)S(=O)(=O)c3ccccc3F)c(=O)[nH]c2c1C	2	99	13	99	102	98	100	-3
Nc1c(Br)cc(Br)c(N2CCCC2=O)c1Br	2	99	6	110	99	115	93	-3
CC(NC(=O)Cn1cc([N+](=O)[O-])cn1)c1ccc(C(C)(C)C)cc1 (stereo not drawn)	10	113	0	96	100	105	99	3
Cn1c(=O)n(Cc2ccc(Cl)cc2)c(=O)c2c1nc1n2CCN1Cc1ccco1	-3	96	5	101	96	98	98	2
O=C(NCc1nc2ccccc2[nH]1)C1=C[C@@H](C2CC2)C[C@@H](OCc2ccc(CO)cc2)O1	-2	80	5	94	94	126	67	-4
Cc1cc(NC(=O)CCC(=O)N(c2ccc(F)cc2)C(C(=O)NC2CCCC2)c2cccnc2)no1 (stereo not drawn)	-4	101	0	106	100	92	104	-6
COc1ccnc(Oc2ccc(Cl)cc2)c1C#N	-4	101	6	103	100	104	100	-7
Cc1cccn2c(CN[C@@H]3CCCC[C@H]3c3ccccc3)c(C(=O)N3CCOCC3)nc12	1	99	0	104	96	103	94	2
CN(C)CCn1c(=O)n(Cc2ccco2)c(=O)c2c3c(sc21)CCCCC3	15	99	-4	95	97	105	91	5
CCOc1ccc(CNC2CCCCCCC2)cc1OC	0	103	0	113	106	99	110	6
CCOc1ccc(C(C(=O)NCC2CCCO2)N(C(=O)c2snc(C(N)=O)c2N)c2ccc(F)cc2)cc1 (stereo not drawn)	-4	102	1	108	102	92	104	5
COc1ccc(C2C(C(=O)Nc3cccc(OC)c3)c3ccccc3C(=O)N2C)cc1 (stereo not drawn)	2	113	16	101	101	101	113	6
Cc1ccc(C2/C(=C(\O)c3cnn(-c4ccccc4)c3C)C(=O)C(=O)N2CCN(C)C)o1 (stereo not drawn)	-42	96	0	109	107	104	121	-7

Compound profiles, as listed above.
`COc1ccccc1S(=O)(=O)Nc1cccc(-c2nnc3n2CCCCC3)c1` is entered as procasp7 counter = 9; AGP1-GFP MLPCN = 96; AHR activator = -2; MEP2-GFP yeast = 108; RPL19A-GFP yeast = 94; LAP4 TOR yeast = 104; CIT2-GFP yeast = 96; procasp3 activ = -5
`CC[N+]1(CC)CC2=Cc3c(ccc4ccccc34)C(C)C2C1` (stereo not drawn) is entered as procasp7 counter = 4; AGP1-GFP MLPCN = 103; AHR activator = 7; MEP2-GFP yeast = 99; RPL19A-GFP yeast = 102; LAP4 TOR yeast = 100; CIT2-GFP yeast = 99; procasp3 activ = 7

Screens (PubChem)
